# Compound activity as filed in PubChem BioAssay.
# CHT allo act – allosterically activates the human high affinity choline transporter; CHT-expressing cells, membrane potential dye, choline EC20; active compounds read high; LV-AA mutant CHT in HEK293 cells; B-score at 10 µM; 310,000 compounds, 0.49% hits;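 active means initial fluorescence not abnormally high and integrated response B-score, plate-corrected, over 3 SD above library mean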
# Target sequence (Q9GZV3 whole entry, looked up): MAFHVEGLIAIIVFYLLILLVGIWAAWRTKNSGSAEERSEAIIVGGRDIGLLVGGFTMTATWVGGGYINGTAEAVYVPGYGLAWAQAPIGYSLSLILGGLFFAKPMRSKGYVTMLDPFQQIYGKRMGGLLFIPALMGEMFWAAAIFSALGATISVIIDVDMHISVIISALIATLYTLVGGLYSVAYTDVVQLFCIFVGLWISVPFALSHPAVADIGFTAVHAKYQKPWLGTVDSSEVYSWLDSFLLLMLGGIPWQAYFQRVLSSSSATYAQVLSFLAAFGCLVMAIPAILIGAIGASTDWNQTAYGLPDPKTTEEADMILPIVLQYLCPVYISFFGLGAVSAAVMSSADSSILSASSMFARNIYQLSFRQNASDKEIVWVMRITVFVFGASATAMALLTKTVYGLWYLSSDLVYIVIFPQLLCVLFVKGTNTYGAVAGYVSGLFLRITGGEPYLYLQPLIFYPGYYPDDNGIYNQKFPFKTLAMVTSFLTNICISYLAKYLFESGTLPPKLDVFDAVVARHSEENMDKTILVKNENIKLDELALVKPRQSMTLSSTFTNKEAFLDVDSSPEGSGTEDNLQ
# CHT inh – inhibits the human high affinity choline transporter; 310,000 compounds, 0.86% hits; CHT-expressing cells, membrane potential dye, choline response; active compounds read low; AID 488975; B-score at 10 µM; Q9GZV3;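 active means B-score over 3 SD under the library average, and starting fluorescence ratio not unusually high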;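 further: choline stimulus applied at its EC90 after an EC20 pre-addition; B-score computed on integrated fluorescence ratio after choline addition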
# STK33 inh – inhibitors of human STK33 kinase; 320,000 compounds, 0.073% hits; inhibition, % at 10 µM; purified STK33, MBP phosphorylation, ADP-Glo luminescence;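 active means inhibition at or above 25%, using the most active replicate where run in duplicate; inactive means inhibition below 25%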
# Target sequence (Q9BYT3 whole entry, looked up): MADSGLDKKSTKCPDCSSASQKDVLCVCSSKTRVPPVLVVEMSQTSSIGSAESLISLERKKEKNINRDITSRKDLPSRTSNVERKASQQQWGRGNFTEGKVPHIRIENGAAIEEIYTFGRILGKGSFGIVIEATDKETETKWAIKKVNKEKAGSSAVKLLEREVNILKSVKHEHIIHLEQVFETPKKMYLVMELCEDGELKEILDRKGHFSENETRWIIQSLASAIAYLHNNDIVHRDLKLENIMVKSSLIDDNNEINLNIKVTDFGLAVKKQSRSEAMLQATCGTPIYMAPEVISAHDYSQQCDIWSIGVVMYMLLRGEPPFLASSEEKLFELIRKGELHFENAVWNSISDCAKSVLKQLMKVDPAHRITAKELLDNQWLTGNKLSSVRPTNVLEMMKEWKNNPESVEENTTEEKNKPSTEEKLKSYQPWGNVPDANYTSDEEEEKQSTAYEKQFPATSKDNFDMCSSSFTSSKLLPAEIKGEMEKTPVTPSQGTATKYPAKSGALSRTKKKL
# * hit, by the source's call; i = inactive; / = not tested or not shown.
# Second line of a record – CHT allo act	CHT inh	STK33 inh
> Cc1c(/C=N/NC(=O)c2cc(C(C)(C)C)[nH]n2)c2ccccc2n1C
 : i	i	-3.7
> CN1C(=S)N2CCCN2C1c1ccccc1 (stereo not given)
 : i	i	2.1
> O=C(Nc1cccc(-c2nc3ccccc3s2)c1)c1cc(-n2cnnc2)ccc1Cl
 : i	i	1.1
> Cc1cc(C)cc(C(=O)NCc2ccc3c(c2)OCO3)c1
 : i	i	-1.0
> O=C(O)/C=C/C(=O)Nc1nc(-c2ccc3ccccc3c2)cs1
 : i	i	-7.8
> NNC(=O)/C(=N/Nc1ccccc1)S(=O)(=O)c1ccc(Cl)cc1
 : i	i	0.7
> Cc1ccc(NC(=O)c2cnccn2)c(C)c1
 : i	i	0.1
> COc1ccc(N2Cc3ccccc3C2=NC(=O)c2ccc(C)cc2)cc1OC
 : i	i	-0.5
> CCN1CCN(C(=O)C2c3cc(OC)c(OC)cc3C(=O)N3CCc4ccccc4C23)CC1 (stereo not given)
 : i	i	-0.3
> Cc1cccc(OCC(=O)NCC(=O)N/N=C/c2cc(Br)ccc2OCc2ccccc2)c1
 : i	i	-0.7
> COCCNC(=O)Cn1cc(/C=C(\C#N)C(=O)NC2CC2)c2ccccc21
 : i	i	1.7
> COC(=O)c1cc(Br)c(=O)n(-c2ccccc2OC)c1
 : i	i	0.9
> CCn1c(C)c(C(=O)O)c2cc(OC)c3ccccc3c21
 : i	i	-0.3
> COC(C(=O)Nc1ccc(S(=O)(=O)Nc2ccc(F)cc2)cc1)c1ccccc1 (stereo not given)
 : i	i	-1.0
> COC(=O)CSc1nc2ccccc2nc1SCC(=O)OC
 : i	i	-0.3
> CNCC(=O)N(CC(C)C)c1c(N)n(CC(C)C)c(=O)[nH]c1=O
 : i	i	-0.3
> Cc1cccc(Nc2nc(C)cc(C)n2)c1
 : i	i	0.1
> COc1ccc(NC2CCCN(C(=O)c3cccc(C(F)(F)F)c3)C2)cc1OC (stereo not given)
 : i	i	-0.6
> COC(=O)C1CC(=O)N(c2ccc(C)cc2)C1 (stereo not given)
 : i	i	0.7
> C/C(=N\Nc1cccc([N+](=O)[O-])c1)c1cc(F)ccc1O
 : i	i	-0.1
> CCCOc1ccc(-c2nc(SCc3ccccc3)[nH]c(=O)c2C#N)cc1OC
 : i	i	-1.0
> Cc1ccc2ncnc(NCCCN3CCOCC3)c2c1
 : i	i	2.9
> Cc1cccc2cc(CN(Cc3ccco3)S(=O)(=O)c3ccc4c(c3)OCCO4)c(=O)[nH]c12
 : i	i	-0.6
> Cc1ccc(C(=O)Nn2c(C)nc3ccccc3c2=O)cc1C
 : i	i	0.6
> Nn1c(SCC(=O)N2CCOCC2)nnc1-c1ccccc1Cl
 : i	i	0.3
> CCc1ccc(NC(=O)[C@H](C)NC(=O)C2CCN(C(=O)[C@@H](N)Cc3ccccc3)CC2)cc1
 : i	i	1.3
> Cc1ccc(Sc2ncccc2O)cc1
 : i	i	-3.8
> O=C(CCn1ccc2cc(S(=O)(=O)N3CCCC3)ccc21)NCc1ccccc1
 : i	i	3.8
> COc1ccc(NC(=O)c2ccccc2[N+](=O)[O-])cc1OC
 : i	i	-1.1
> Cc1c(C)c2c(OCC(=O)NCC(C)C)cc3c(c2oc1=O)CCC(C)(C)O3
 : i	i	0.9
> COc1ccccc1N1CCN(S(=O)(=O)c2ccc(-c3cnc(C4CC4)o3)cc2)CC1
 : i	i	-2.6
> COC(=O)C1=C(C)C(c2ccc(OC)cc2)NC(=O)N1 (stereo not given)
 : i	i	-1.1
> O=C(CCS(=O)(=O)c1cccc2nsnc12)N1CCN(c2ccccc2F)CC1
 : i	i	0.0
> O=C(NCc1nnc(SCC(=O)N2CCN(c3ccccc3)CC2)o1)c1c(F)cccc1F
 : i	i	-1.1
> C/C(=N/NC(=O)CNC(=O)COc1cccc(C)c1)c1ccco1
 : i	i	-0.9
> O=[N+]([O-])c1ccc(CSC2=NCCN2)cc1
 : i	i	-3.4
> COC(=O)C1CCN(C(=O)c2ccc(OC3CCN(Cc4ccccn4)CC3)cc2)CC1
 : i	i	-2.0
> N#C/C(=C\c1ccc(O)c(O)c1)C(=O)NCCc1ccccc1
 : i	i	4.6
> C/C(=N\NC(=O)Cn1nc(C)c([N+](=O)[O-])c1C)c1ccc(O)cc1
 : i	i	0.2
> Cc1ccc(Nc2nc(-c3c(C)nc4ccccn34)cs2)cc1
 : i	i	/
> CCn1c2ccccc2c2nnc(SCC(=O)NC3CCS(=O)(=O)C3)nc21 (stereo not given)
 : i	i	-1.3
> COc1cc(OC)cc(C(=O)O/N=C(\N)c2ccccn2)c1
 : i	i	-0.1
> Cc1ccc(C(C)C)c(OCC(=O)N/N=C/c2ccc(S(=O)(=O)O)o2)c1
 : i	i	-0.8
> COC(=O)c1ccc(C)c(NC(=O)c2nn(C)c(=O)c3ccccc23)c1
 : i	i	0.2
> N#Cc1ccsc1NC(=O)c1cnccn1
 : i	i	-1.1
> CC(=O)Nc1ccc(NC(=O)C/C(C)=N/NC(=O)C(=O)N2CCCC2)cc1
 : i	i	-0.1
> CCOC(=O)c1ccc(NC(=O)C2CCCN(c3cnccn3)C2)cc1 (stereo not given)
 : i	i	-0.5
> O=C(Nc1nc(-c2ccc(Cl)cc2)cs1)c1cccnc1
 : i	i	-0.6
> O=C(NCc1cccnc1)c1ccccc1NS(=O)(=O)c1ccc(F)cc1F
 : i	i	/
> Fc1ccccc1CNC(=S)NCc1ccc(Cl)cc1
 : i	i	-1.2
> O=C1OC(c2ccccc2)=C/C1=C\N1CCOCC1
 : i	i	-0.5
> COc1ccc(CC(C)N2CCN(c3ccccc3)CC2)cc1OC (stereo not given)
 : i	i	-1.2
> Nc1nccnc1C(=O)OCC(=O)NNC(=O)c1ccccc1
 : i	i	-0.9
> CCOc1ccc(C(=O)NCC(=O)OCC(=O)Nc2cccc(S(=O)(=O)N3CCCC3)c2)cc1
 : i	i	-0.1
> COc1cc(OC)c(NC(=O)Cc2cccs2)cc1Cl
 : i	i	0.1
> O=C(Cc1ccc(Cl)c(Cl)c1)N/N=C/c1cccnc1
 : i	i	-2.8
> C=CCn1c(SCC(=O)Nc2nccs2)nnc1-c1cc2cccc(OC)c2o1
 : i	i	-0.3
> CN1CCN(C(=O)c2ccc(Cl)cc2)CC1
 : i	i	-0.5
> CCOc1cccc(C(=O)NC(=S)Nc2cccc(NC(=O)c3ccccc3Cl)c2)c1
 : i	i	-0.3
> COc1cc(OC)cc(C(=O)Nc2ccc(NC(=O)c3ccco3)c(Cl)c2)c1
 : i	i	-0.6

# Remaining list, next part:
# Second line of a record – CHT allo act	CHT inh	STK33 inh
> CC(OCC(O)CNCC1COc2ccccc2O1)c1ccc(Cl)cc1 (stereo not given)
 : i	i	0.0
> O=C(COC(=O)c1cnccn1)c1ccc([N+](=O)[O-])cc1
 : i	i	0.0
> Cc1cc([N+](=O)[O-])nn1Cc1ccccc1F
 : i	i	0.1
> Cc1cc(C)c(OCCCCN2CCC(C)CC2)c(Br)c1
 : i	i	-1.2
> c1ccc(OCCCn2nnc(-c3cccnc3)n2)cc1
 : i	i	-2.2
> CCC(=O)NC(=S)Nc1ccccc1OC
 : i	i	-0.5
> Cc1ccc(NC(=O)COC(=O)CCC(=O)c2cccs2)cc1C
 : i	i	-0.8
> COc1ccc(C(C)=O)cc1CN1C(=O)C(C)N(c2ccc(C)cc2)C1=O (stereo not given)
 : i	i	-1.4
> CN(C)c1ccc(S(=O)(=O)NCC(=O)NCc2ccccc2)cc1[N+](=O)[O-]
 : i	i	-1.0
> Cc1cc(NS(=O)(=O)c2ccc(NC(=O)c3ccc(Cl)cc3Cl)cc2)no1
 : i	-9.4*	-0.2
> CC(=O)C1=C(O)C(=O)N(CCN2CCOCC2)C1c1ccccc1 (stereo not given)
 : i	i	0.2
> COc1ccc(S(=O)(=O)N2CCCCC2)cc1C(=O)Nc1cc(C)on1
 : i	i	-1.2
> O=C(Nc1ccc(F)cc1)C(=O)C1C(=O)Nc2ccccc21 (stereo not given)
 : i	i	-1.8
> CCC(C)(C)NC(=O)C(c1cccs1)N(C(=O)c1ccn[nH]1)c1ccccc1 (stereo not given)
 : i	i	0.3
> Cc1ccc2nc(CSc3nc(C)cc(C)c3C#N)[nH]c2c1
 : i	i	-0.1
> O=C(N1CCOCC1)C12CC3CC(C1)CC(c1ccccc1)(C3)C2
 : i	i	-1.3
> O=C1Nc2ccc(S(=O)(=O)NCc3ccco3)c3cccc1c23
 : i	i	22
> O=C(O)C1=C[C@@H](c2ccc3c(c2)OCO3)C[C@@H](OCCCCO)O1
 : i	i	-0.5
> Cc1ccc(NC(=O)CCN2CC(C)OC(C)C2)cc1C (stereo not given)
 : i	i	-1.5
> COc1ccc(-n2cc(CNC3CCOCC3)c(-c3cccc(F)c3)n2)cc1
 : i	i	1.0
> Cn1cc(Br)c(C(=O)Nc2sc3c(c2C#N)CCC3)n1
 : i	i	0.0
> Cc1c2c(c(C)n1C)C(C(=O)NC1CCCCC1)N(Cc1ccccc1)C2=O (stereo not given)
 : i	i	-0.6
> Cc1nnc(SCC(=O)N2CC(=O)Nc3ccccc32)s1
 : i	i	-0.5
> Cc1ccc(N(C(=O)c2ccccc2Cl)C2=NC(C)CS2)c(C)c1 (stereo not given)
 : i	i	-0.3
> O=c1cc(CNc2cc(Cl)ccc2Cl)nc2sccn12
 : i	i	0.3
> CCC1COCCS(=O)(=O)N1Cc1ccc(F)cc1 (stereo not given)
 : i	i	0.2
> COc1ccc(C(C)NC(=S)NCc2ccc(F)cc2)cc1OC (stereo not given)
 : i	i	-1.1
> O=C(O)CSc1cccc[n+]1[O-]
 : i	i	-3.3
> C=CCn1c(SCC(=O)N2CCCCCC2)nc2ccccc2c1=O
 : i	i	-0.2
> CCOC(=O)c1cc(Br)c(=O)n2ccccc12
 : i	i	-0.3

# The list continues.
SMILES	CHT allo act	CHT inh	STK33 inh
O=S(=O)(c1cccs1)N1CCN(c2ccc(F)cc2)CC1	i	i	-2.3
CC(=O)c1cccc(N(CC(=O)N2CCOCC2)S(C)(=O)=O)c1	i	i	0.0
CN(C(=O)c1ccc(N2CCOCC2)c([N+](=O)[O-])c1)C1CCCCC1	i	i	-1.2
CN(Cc1cnn(C)c1)C(=O)C1CCC(=O)N(C2CCCCCC2)C1 (stereo not given)	i	i	-0.3
Nc1cc(Cl)ccc1N1CCCC1	i	i	1.6
COc1ccc(NC(=S)N(CCCOC(C)C)C2CCN(C(C)=O)CC2)cc1Cl	i	i	0.3
Cc1ccc(S(=O)(=O)C(F)(F)F)cc1NC(=O)c1cccnc1	i	i	-0.8
CCC(=O)N1CCc2cc(S(=O)(=O)NCCC(=O)Nc3ccc(OC)cc3)ccc21	i	i	-1.9
Cc1[nH]c2ccccc2c1C(=O)CSc1ccc(Cl)cc1	i	i	-0.6
CCOc1cc(S(=O)(=O)N2CCCCC2)ccc1Cl	i	i	-1.7
Fc1ccc(Cn2c(SCc3ccc(F)c(F)c3)nnc2C(F)(F)F)cc1	i	i	-1.6
COc1ccc(-c2csc(N3C(=O)CNC3=S)n2)cc1	i	i	-0.4
CCN1CCN(c2ccc(NC(=O)c3cccc(N4CCCC4=O)c3)cc2)CC1	i	i	4.8
O=C(Cc1cc(=O)[nH]c(=O)[nH]1)N1CCN(C(=O)c2ccco2)CC1	i	i	-1.0
OC(CNC1CCCCC1)COCCOc1ccc(Br)cc1 (stereo not given)	i	i	-0.8
COc1ccc(C(C)(C)C)cc1S(=O)(=O)N1CCC(C(N)=O)CC1	i	i	-2.7
CCc1ccc2c(c1)C(NC(C)=O)C(=O)N2CC (stereo not given)	i	i	-0.4
CC(Oc1ccc(Cl)cc1)c1ccnn1S(C)(=O)=O (stereo not given)	i	i	0.0
CCC(Nc1ccc(OC)cc1)C(=O)N/N=C/c1ccc([N+](=O)[O-])cc1 (stereo not given)	i	i	1.2
CCn1c2ccccc2c2cc(NC(=O)C(=O)N3CCOCC3)ccc21	i	i	0.3
O=C(NCc1ccccc1)Nc1cc(Cl)ccc1Cl	i	i	-1.4
O=C(NCC1CCCO1)C1c2ccccc2C(=O)N1C1CCCCCCC1 (stereo not given)	i	i	0.5
CCS(=O)(=O)n1nc(-c2ccco2)nc1SC	i	i	-0.5
Cc1[nH]nc(Nc2ccc(Br)cc2)c1[N+](=O)[O-]	i	i	-0.6
C/C(=N\NC(=O)c1cccc(S(=O)(=O)N2CCOCC2)c1)c1cc2ccccc2o1	i	i	-1.2
O=C(N/N=C/c1ccco1)c1cc(-c2ccc(Br)s2)[nH]n1	i	i	4.8
Fc1ccc(NC(=S)N2CCc3ccccc32)cc1	i	i	-0.9
O=C(Nc1ccc(N2CCCC2)cc1)c1ccccc1[N+](=O)[O-]	i	i	-1.1
O=C(O)CC(C(=O)OCC1CCCO1)N1CCOCC1 (stereo not given)	i	i	0.9

# Look-ups from the entries so far.
# O=C(Nc1ccc(N2CCCC2)cc1)c1ccccc1[N+](=O)[O-] in STK33 inh shows -1.1
# O=C(O)CC(C(=O)OCC1CCCO1)N1CCOCC1 (stereo not given) in STK33 inh shows 0.9

# Entries listed so far containing a COOH group (five):
SMILES	CHT allo act	CHT inh	STK33 inh
O=C(O)/C=C/C(=O)Nc1nc(-c2ccc3ccccc3c2)cs1	i	i	-7.8
CCn1c(C)c(C(=O)O)c2cc(OC)c3ccccc3c21	i	i	-0.3
O=C(O)C1=C[C@@H](c2ccc3c(c2)OCO3)C[C@@H](OCCCCO)O1	i	i	-0.5
O=C(O)CSc1cccc[n+]1[O-]	i	i	-3.3
O=C(O)CC(C(=O)OCC1CCCO1)N1CCOCC1 (stereo not given)	i	i	0.9
